# Assay outcomes deposited in PubChem by several laboratories.
# H9c2 protect – protects H9c2 cardiomyocytes from peroxide injury; H2O2 injury protection, ATPLite, 2 h; protection from H2O2 cell death, % at 20 µM; 360,000 tested, 0.63% active; AID 588492;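 active = compounds giving at least 50% protection of heart cells from peroxide-induced death in the single-dose screen, raw or plate-pattern-corrected value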;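 also: 0% = DMSO wells with peroxide and 100% = DMSO wells without peroxide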
# Vif imaging – inhibitors of HIV Vif; HEK293T cells, Vif self-association by quenched fluorescence, imaging, 24 h; inhibition, % at 7.49 µM; 340,000 tested, 0.35% active; AID 602346; in the data active = inhibition above about 50%, passing the limit was not always enough; also: some results filed as inactive read as strong as hits
# CaV13 FRET inh – Primary screen for inhibitors of IQ motif and Ca2+-dependent inactivation inhibitor domain binding in CACNA1D, Förster resonance energy transfer in living cells, …; HEK cells, CFP/YFP FRET ICDI-IQ, plate reader, 10 min; percent FRET-ratio fall versus neutral wells; inhibition, % at 12.3 µM; 340,000 tested, 0.098% active; AID 743397;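 active = mean replicate inhibition of at least 30% and at least 1% of replicates passing that level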;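 also: 0% = median of the neutral control wells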
# aDG glyco up – increases alpha dystroglycan glycosylation; Pro5-aDG cells, alpha-DG glycosylation AlphaScreen (IIH6); 0% Pro5, 100% B10-LARGE cell signal; activation, % at 10 µM; 360,000 tested, 0.22% active; AID 624168;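 active = activation of at least 8% versus controls, or a plate z-score of at least 8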;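 also: Pro5 are CHO cells carrying HIG-tagged alpha-DG that lacks glycosylation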
# Glyco luc inh – N-linked glycosylation inhibition; D54 ERlucT glycosylation luciferase reporter, 24 h; percent of 100 nM tunicamycin response; reporter increase, % at 12.5 µM; 360,000 tested, 0.23% active; AID 588692;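 active = mean luciferase reporter signal, scaled so untreated is 0 and the glycosylation-blocking control 100, at or above a set limit in every replicate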;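 also: luciferase carries N-glycosylation sites so blocking glycosylation raises the light; 0% = median of neutral control wells and 100% = median of 100 nM tunicamycin wells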
# MC4R barr agon – human MC4R agonism via beta-arrestin; P32245; U2OS MC4R beta-arrestin complementation, luminescence; percent of melanotan II response, DMSO zero; activation, % at 8.9 µM; 360,000 tested, 0.98% active; AID 540308;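 active = activation above a per-plate cutoff, the mean activation of sample wells on that plate plus 3 SD, cut at about 8% in these data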
# m5-HT2A agonist – agonists of mouse serotonin 5-HT2A receptor (HTR2A) | CHO-K1 mHTR2A beta-arrestin complementation, luminescence; percent of 30 µM serotonin response | activation, % at 7.6 µM | 360,000 tested, 0.66% active | AID 624169;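 active = activation above a run cutoff, the mean activation of all tested compounds plus 3 SD, cut at about 14% in these data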;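 also: 0% = plate median of compound wells and 100% = 30 µM serotonin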
# ABCB6 inh MLPCN – blocks the human ABCB6 transporter. K562-ABCB6 porphyrin accumulation, flow cytometry, 1 h; stronger effect = lower value. 360,000 tested, 0.19% active. fluorescence ratio to DMSO, % at 10 µM. Q9NP58;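 active = fluorescence ratio to DMSO below 75%, the collection mean minus 3 SD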;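 also: signal is porphyrin accumulated inside mitochondria; 100% equals median channel fluorescence of DMSO control wells; lower ratio means ABCB6 inhibition with less porphyrin fluorescence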
# Target sequence (Q9NP58 whole entry, looked up): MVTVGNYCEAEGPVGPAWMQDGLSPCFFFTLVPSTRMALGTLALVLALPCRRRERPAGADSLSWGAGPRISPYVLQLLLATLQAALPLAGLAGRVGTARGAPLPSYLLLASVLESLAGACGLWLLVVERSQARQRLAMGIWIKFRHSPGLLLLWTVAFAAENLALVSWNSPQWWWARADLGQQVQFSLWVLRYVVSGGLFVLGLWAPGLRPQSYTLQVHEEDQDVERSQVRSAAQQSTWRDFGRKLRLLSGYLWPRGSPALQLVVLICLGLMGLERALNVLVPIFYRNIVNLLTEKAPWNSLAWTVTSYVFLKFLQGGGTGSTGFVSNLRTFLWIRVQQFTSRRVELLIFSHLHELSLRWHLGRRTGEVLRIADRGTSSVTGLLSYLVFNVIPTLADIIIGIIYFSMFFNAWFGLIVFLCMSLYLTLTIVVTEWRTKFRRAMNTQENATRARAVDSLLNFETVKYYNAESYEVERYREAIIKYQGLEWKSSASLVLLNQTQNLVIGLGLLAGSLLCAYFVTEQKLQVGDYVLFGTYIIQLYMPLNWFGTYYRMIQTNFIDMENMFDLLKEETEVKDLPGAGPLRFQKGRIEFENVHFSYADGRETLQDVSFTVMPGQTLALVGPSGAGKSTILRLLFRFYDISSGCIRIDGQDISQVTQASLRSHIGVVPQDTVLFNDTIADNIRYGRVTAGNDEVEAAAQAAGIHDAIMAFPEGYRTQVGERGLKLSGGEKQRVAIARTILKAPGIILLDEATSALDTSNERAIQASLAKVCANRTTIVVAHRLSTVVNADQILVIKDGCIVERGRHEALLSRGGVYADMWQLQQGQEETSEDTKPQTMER
# PDI turbidity – inhibitors of human protein disulfide isomerase | P07237 | PDI insulin aggregation turbidity, A650, 90 min | inhibition, % at 10 µM | 350,000 tested, 0.052% active;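 active = mean inhibition across replicates of 30% or more, whatever share of single replicates reach that level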;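 also: absorbance from insulin aggregation driven by PDI reduction with DTT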
# MC4R antagonist – antagonists of human melanocortin 4 receptor (MC4R). inhibition, % at 6.5 µM. 360,000 tested, 0.48% active. MC4R-expressing cells, MTII-stimulated cAMP, LANCE TR-FRET;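 active = inhibition above its plate's cutoff, the mean of tested wells on that plate plus 3 SD, cut at about 29% in these data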;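 also: 0% = Melanotan II alone and 100% = Melanotan II plus saturating MCL0020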
#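 System: U2OS-MC4R stable cell line; Technique: Eu-cAMP/anti-cAMP TR-FRET, emission 671 nm; Repeats: single well per compound; Also added: Melanotan II; Dosing: one concentration, 6.5 µM nominal; Schedule: 30-min compound, 1-h challenge, 1-h detection, room temperature.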
# Active calls of the source: *; · = no result given. An unsorted share of the library; 3.6% or so of the library scored in one or more.
SMILES,H9c2 protect,Vif imaging,CaV13 FRET inh,aDG glyco up,Glyco luc inh,MC4R barr agon,m5-HT2A agonist,ABCB6 inh MLPCN,PDI turbidity,MC4R antagonist
COc1cc([N+](=O)[O-])cc(/C=N/NC(=O)c2cc(-c3ccccc3)nc3ccccc23)c1O,32.7,-9.6,-19.6,-0.1,-1.5,-2.2,0.2,94.0,12.5,-2.7
Cc1ccc(-c2c(C(=O)N/N=C/C3CCCCC3)nnn2-c2nonc2N)cc1,0.9,-0.3,-7.2,-0.1,0.4,-4.6,-4.6,99.0,-3.3,9.8
CC(C)C(NC(=O)c1ccc(C(C)(C)C)cc1)C(=O)NCC(c1ccccc1)N(C)C (centres undefined),-9.9,-0.1,-14.7,0.2,-3.9,-0.4,-7.8,91.0,-11.5,11.1
Cc1sc2nc(COC(=O)c3ccc(O)cc3)[nH]c(=O)c2c1C,27.1,4.1,-5.6,0.0,-0.9,3.2,0.5,98.0,6.2,14.9
CCCN(C(=O)CSc1ncccn1)C1CCS(=O)(=O)C1 (centres undefined),-4.9,9.8,-4.4,0.2,0.6,0.7,5.6,97.0,26.5,-3.1
Cc1onc(-c2c(F)cccc2Cl)c1C(=O)NCCc1ccc(S(N)(=O)=O)cc1,-1.8,-7.0,-9.5,0.0,-0.2,-1.5,2.0,100.0,5.6,4.8
COc1ccc(NC(=O)CS(=O)c2ccc(Cl)c(Cl)c2)cc1 (centres undefined),-7.1,-1.1,-5.8,0.1,3.2,1.0,-1.6,98.0,4.3,10.7
CC1CCc2nn(CC(=O)NCc3ccc(F)cc3)cc2C1 (centres undefined),-2.5,-1.7,-2.0,0.0,-0.5,-1.0,-0.5,100.0,·,0.4
C=CCn1c(C(O)c2ccccc2)nc2ccccc21 (centres undefined),-5.7,14.7,-2.1,0.0,-0.9,-2.3,0.9,101.0,10.0,1.1
CC(C)N1CCC(NC(=O)Nc2ccc3c(c2)OCO3)CC1,1.9,-4.1,2.4,-0.1,1.4,-2.4,-1.3,95.0,6.4,5.0
C=CCSc1nccc(=O)[nH]1,-0.9,1.3,-4.7,0.1,2.7,-0.8,3.3,100.0,6.6,4.6
CSc1[nH]c(=O)c(C(=O)O)cc1C#N,12.6,-24.4,·,-0.1,-0.3,-0.8,1.7,96.0,12.8,2.1
c1ccc(C(c2ccccc2)c2noc(CN3CCN(CC4CC4)CC3)n2)cc1,-8.9,-7.4,8.0,0.0,-5.1,0.9,-5.6,93.0,6.1,0.8
COc1ccc(-c2nc3cccc(C)n3c2NCc2ccco2)cc1OC,29.8,·,-6.3,-0.1,0.8,-1.1,3.0,96.0,-18.6,13.3
COc1ccccc1C(CC(=O)O)NS(=O)(=O)c1ccc2c(c1)N(C(C)=O)CC(C)O2 (centres undefined),2.6,4.4,-2.0,0.5,0.6,-1.6,5.0,97.0,-2.5,13.4
O=C(CSc1nc2ccsc2c(=O)n1Cc1ccccc1)NCc1ccco1,12.9,-7.3,-3.7,0.0,-3.6,-0.2,-0.8,91.0,-2.0,8.8
Clc1ccc(Cn2ncc3c(NCc4ccccc4)ncnc32)cc1,15.1,3.7,-4.9,0.4,8.8,1.1,-5.0,91.0,6.6,-16.8
O=C1Nc2ccccc2SC1=Cc1ccccc1,5.7,0.0,-19.3,0.1,1.5,-0.6,-0.1,92.0,5.2,-0.4
O=C(Nc1ncccn1)c1ccc([N+](=O)[O-])cc1[N+](=O)[O-],6.6,6.6,-4.5,0.0,0.0,-1.3,3.7,94.0,-4.5,10.2
COc1ccc(Cn2cc(CN3CCOCC3)nn2)cc1,6.1,·,-3.5,0.2,3.4,·,3.1,99.0,·,·
COc1ccc(O)c(/C=N/NC(=O)c2c(C)nnn2-c2nonc2N)c1,55.1*,1.8,5.1,2.3,-4.2,-2.7,-4.5,99.0,-1.8,0.0
Cc1cc(O)cc(O)c1/C=N/NC(=O)c1ccc2c(c1)OCCO2,29.0,·,-4.6,0.9,-10.5,-2.3,0.9,98.0,3.2,-2.9
O=S(=O)(Nc1ccccc1Cl)c1cc(NC(=S)NCCN2CCOCC2)ccc1Cl,1.3,11.4,-7.3,0.1,0.6,1.1,6.2,97.0,11.1,10.3
CC1CCc2c(ccc3ccccc23)C1=O (centres undefined),-11.7,13.5,-11.3,0.0,-0.9,-0.8,1.8,94.0,-6.5,-2.6
CCOC(=O)c1cc2c3ccccc3n(CC)c2nc1N,-4.5,·,-5.2,-0.5,-0.1,6.2,4.0,100.0,0.6,2.7
COc1ccc(-c2nc3ccccc3nc2-c2ccc(OC)c(OC)c2)cc1OC,13.4,4.8,-5.6,0.1,-2.3,-0.4,3.9,97.0,-6.6,13.7
Cc1ccc(CNc2nc3ccccc3n2C)o1,3.9,-2.8,-4.4,0.2,-1.2,-1.2,10.7,101.0,1.9,6.2
CC(=O)c1ccc(OC(=O)CCc2nc3ccccc3s2)cc1,-2.8,-1.0,-4.9,-0.4,1.1,0.0,3.8,101.0,-5.5,-6.5
c1cncc(CNc2ncnc3ccc(-c4ccc5c(c4)OCO5)cc23)c1,9.8,10.5,-6.8,0.3,-1.7,0.7,-0.6,99.0,-1.0,14.4
CCCOc1ccc(N/C=C/C(=O)C(C)(C)C)cc1,-6.6,-6.6,-4.6,0.6,0.5,2.3,6.2,90.0,-2.1,-5.5
CC[C@@]1(C(=O)OC)N[C@H](CN(C)C(=O)Nc2ccc(C)cc2)[C@@H]2C(=O)N(C)C(=O)[C@@H]21,-1.4,3.9,-5.1,-0.1,1.7,-2.9,1.7,100.0,-8.5,-0.8
COc1cccc(N(C(=O)CNC(=O)c2ccco2)C(C(=O)NC2CCCCC2)c2ccncc2)c1 (centres undefined),0.7,3.0,-4.6,0.4,0.2,-2.6,0.3,106.0,-4.4,2.4
C=CCC(C#N)(c1ccc(OC)c(OC)c1)c1cnccn1 (centres undefined),-2.6,-2.5,-9.3,0.3,2.4,-0.7,-2.2,96.0,-9.3,-2.0
COc1cccc(C(=O)NNC(=O)CCc2ccccc2)c1,0.4,-0.4,-5.0,0.0,0.7,-1.8,4.7,96.0,-4.9,-2.1
CC(C)CCNC(=O)C(=O)NC1CCCC1,0.1,-4.3,-2.6,0.1,-1.1,-1.0,1.4,105.0,11.9,6.2
Fc1ccccc1/C=C/c1ccc2ccccc2n1,-10.5,-11.1,-9.8,0.1,-19.3,-2.2,-1.6,86.0,-3.0,1.3
O=C(c1ccc(N2CCOCC2)c([N+](=O)[O-])c1)N1CCN(S(=O)(=O)c2cccs2)CC1,-4.8,-1.4,-3.8,-0.2,-2.1,-4.0,0.4,93.0,-2.9,6.0
CCOC(=O)c1ccc(CN2Cc3ccccc3C2=O)cc1,-2.8,-6.6,-4.9,0.1,-1.2,0.6,0.4,90.0,-7.6,-2.2
Cc1ccccc1Cn1c(=O)n(CCC(=O)NCc2ccc3c(c2)OCO3)c(=O)c2ccccc21,1.0,1.5,-4.2,0.2,-0.9,-0.9,1.4,94.0,10.0,-0.3
CC1(C)CC(N2CCCC2)=CC(=[N+]2CCCC2)C1,-20.9,-0.3,1.3,0.0,2.1,-0.6,-0.5,102.0,-7.1,-4.3

# Results in CaV13 FRET inh, for 2 of the compounds above:
SMILES	CaV13 FRET inh
CC1CCc2c(ccc3ccccc23)C1=O (centres undefined)	-11.3
CCOC(=O)c1ccc(CN2Cc3ccccc3C2=O)cc1	-4.9

# Continued:
SMILES,H9c2 protect,Vif imaging,CaV13 FRET inh,aDG glyco up,Glyco luc inh,MC4R barr agon,m5-HT2A agonist,ABCB6 inh MLPCN,PDI turbidity,MC4R antagonist
O=C(NCC1CCCO1)C(c1cccs1)N(Cc1ccccc1Cl)C(=O)c1ccc(-c2ccccc2)[nH]1 (centres undefined),3.3,-8.5,-18.3,0.0,-0.4,-1.2,-2.5,96.0,-8.7,4.7
CN(C)C(CNS(=O)(=O)c1ccc(Br)cc1)c1cccnc1 (centres undefined),0.9,-4.3,-7.3,0.0,-1.1,0.8,-1.5,95.0,0.2,0.2
COc1ccc([N+](=O)[O-])cc1N(CC(O)CN(C)C)S(=O)(=O)c1ccc(C)cc1 (centres undefined),-0.7,5.7,6.1,0.1,0.6,-1.4,-4.1,98.0,4.2,12.0
CCOc1ccc(C(=O)NCC(=O)OC(C)C(=O)NCc2ccco2)cc1OCC (centres undefined),4.2,16.5,·,0.1,0.4,-0.7,4.8,110.0,17.6,3.2
O=C(CSc1nnc(NC(=O)c2ccco2)s1)Nc1ccc(F)cc1,-10.9,-6.5,-18.2,0.0,0.3,2.9,3.0,106.0,2.1,20.6
CCN(CC(=O)Nc1cccc(OC)c1)CC(=O)Nc1cccc2ccccc12,4.0,-2.9,-2.1,-0.2,-1.9,2.0,3.0,108.0,0.4,14.1
Cc1cc(C)nc(Nc2ccccc2Br)n1,-0.4,8.6,-3.7,-0.2,1.9,-1.4,4.9,95.0,3.5,-7.8
N#CCSc1nnc(COc2cccc3ccccc23)n1-c1cccc(Cl)c1,2.0,-3.4,-5.1,0.3,-2.7,-1.5,1.1,92.0,-4.2,2.3
COc1cc(/C=C(\C#N)C(N)=O)ccc1OCc1c(C)no[n+]1[O-],0.2,0.7,-12.5,0.2,1.2,-0.4,-1.4,96.0,8.4,3.4
Cc1ccc(-c2csc3ncnc(Oc4ccc5c(C)cc(=O)oc5c4)c23)cc1,3.3,12.3,-3.2,-0.2,-0.3,-1.2,-1.9,97.0,-10.9,-13.2
O=C(CNC(=O)c1ccco1)N=Nc1c(O)[nH]c2ccc([N+](=O)[O-])cc12,-4.0,11.7,-2.6,-0.3,4.5,-3.7,-2.6,97.0,10.8,-9.8
O=C(COC(=O)c1cccc2c1C(=O)c1ccccc1C2=O)NC1CCCCC1,58.3*,-23.6,-5.6,2.3,4.1,1.5,3.9,97.0,-4.2,0.9
CCCCNC(=O)C1CC(c2ccccc2[N+](=O)[O-])=NO1 (centres undefined),0.2,3.5,-3.2,-0.3,1.4,-1.0,-5.7,102.0,15.2,-2.7
O=C(NCc1ccccc1Cl)C1CCN(S(=O)(=O)c2ccc(-n3cnnn3)cc2)CC1,-0.7,31.0,-4.7,0.2,2.8,-0.1,-3.1,98.0,6.4,-1.6
CC1Sc2ccc(S(=O)(=O)CCC(=O)NC3CCCCC3C)cc2NC1=O (centres undefined),-6.6,-3.9,-3.5,0.1,-3.4,2.2,3.8,96.0,-19.3,-5.0
COc1ccc(CN(Cc2ccc(OC)cc2)C(=O)c2cccs2)cc1,-1.8,-0.8,-2.2,-0.1,-2.8,-3.4,-8.2,89.0,3.4,7.1
Cc1ncc(CO)c2c1Oc1nc(-c3ccccc3)nc(SCC(=O)N3CCCCC3)c1C2,74.4*,-0.3,-7.4,-0.2,0.6,-0.9,9.4,94.0,12.7,6.6
CCOC(=O)Cc1nc(-c2cccc(C(F)(F)F)c2)no1,-5.6,1.2,-4.8,0.1,2.0,-2.6,-2.5,96.0,-4.1,-2.0
